# SUMO1-SIM PPI: SUMO1-SIM interaction modulation; P63165; SUMO1 binding to a labelled peptide, TR-FRET, 1 h; inhibition, % at 20 µM; actives 0.33% (n = 360,000); AID 602429; in the data active = inhibition above about 37%
# NadD block: NadD (S. aureus) enzyme inhibition; purified NadD enzyme, colorimetric absorbance read-out; actives 0.78% (n = 360,000); inhibition, % at 20 µM; in the data active = inhibition above about 26%; note: some compounds past the cut are filed as inactive
# STEP block: blocks human striatal-enriched tyrosine phosphatase; P54829; recombinant STEP, OMFP fluorogenic substrate, fluorescence; inhibition, % at 20 µM; actives 0.25% (n = 360,000); AID 588621;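 active = inhibition at 20 µM, scaled per plate between control wells, above about 37%, limit read from the data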;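 note: 0% = DMSO with enzyme and substrate and 100% = substrate only without enzyme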
#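 Assay system: isolated STEP enzyme / Timing: 20 min at room temperature, dark / Doses: 20 µM, 1% DMSO / Technique: fluorescence intensity, excitation 480 nm, emission 540 nm / Reagent: fluorogenic phosphatase substrate OMFP at 25 µM final / Measure: percent inhibition scaled to no-enzyme and uninhibited-enzyme controls, plate-pattern corrected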
# Scp-1 inhibitor: Scp-1 (human) phosphatase inhibition; Q9GZU7; Recombinant Scp1, phosphopeptide, malachite green phosphate absorbance; inhibition, % at 20 µM; actives 0.88% (n = 340,000); AID 493091;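 active = inhibition above about 50% at 20 µM, limit read from the data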;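 note: plate controls were DMSO wells with enzyme for no effect and wells lacking enzyme for full effect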
#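 Test system: SCP-1 catalytic domain; Buffer or medium: Acidic Tris acetate buffer with magnesium and detergent; Also added: Phosphorylated 17-residue peptide substrate; Compound: single 20 µM dose, 1% DMSO; Schedule: enzyme reaction 45 min at room temperature, colour 5 min, stabilisation 30 min; Signal: Phosphate-binding colour reagent, absorbance read at 630 nm.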
# CSN deneddyl inh: blocks human CSN-mediated cullin deneddylation | Purified CSN, SCF-Nedd8-OG deneddylation, fluorescence polarization | inhibition, % at 12.5 µM | actives 0.38% (n = 360,000);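 active = pattern-corrected inhibition above about 35%, with an unprinted fluorescence ratio check between 0.5 and 1.5, limit read from the data, passing the limit was not always enough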;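 note: 0% = enzyme with substrate and 100% = substrate without enzyme; some results filed as inactive read as strong as hits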
#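 Test system: Human Csn5 produced in HEK293T cells | Compound: 12.5 µM single point | Times: 90 min, room temperature | Signal: Fluorescence polarization readout | Read-out basis: % inhibition of substrate cleavage by Csn5 | Controls: no-enzyme wells high, enzyme-with-substrate wells low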
# Rpn11 block: Rpn11 (human) deubiquitinase inhibition; O00487; human 26S proteasome, Ub4-pepOG fluorescence polarization; 20S core pre-blocked with epoxomicin; calls only at 20 µM; actives 0.59% (n = 360,000); AID 588493;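 active = inhibition at 20 µM, scaled to each plate's controls, above about 33%, limit read from the data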
# LMPTP inh: blocks human LMPTP phosphatase; P24666; recombinant LMPTP-A, OMFP fluorogenic substrate, fluorescence intensity; inhibition, % at 20 µM; actives 0.22% (n = 360,000); AID 651560;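 active = compounds that cut the enzyme signal by at least half of the control window in the single-dose screen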;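 note: plate controls were DMSO wells with enzyme plus substrate for no effect and substrate without enzyme for full effect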
#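 test system = LMPTP-A | amount = 0.625 nM LMPTP-A final | reagent = fluorogenic phosphatase substrate OMFP at 400 µM final | incubation = 50 min at room temperature | benchmarks = no-enzyme low control, uninhibited high control | medium = Bis-Tris pH 6.0, DTT, detergent | signal = fluorescence intensity of OMFP turnover product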
# Neddylation inh: inhibitors of human cullin neddylation; calls only at 25 µM; actives 0.58% (n = 360,000); P61081+Q13564; TR-FRET cullin neddylation, biochemical; in the data active = inhibition above about 36%
# DNMT1 block: blocks human DNA methyltransferase DNMT1; P26358; DNMT1 molecular beacon, Hinp1I cleavage, fluorescence; inhibition (reported as % activation of signal), % at 10 µM; actives 0.83% (n = 360,000); AID 588458; in the data active = inhibition above about 50%
# Target sequence (P26358 504-1616 limits assumed): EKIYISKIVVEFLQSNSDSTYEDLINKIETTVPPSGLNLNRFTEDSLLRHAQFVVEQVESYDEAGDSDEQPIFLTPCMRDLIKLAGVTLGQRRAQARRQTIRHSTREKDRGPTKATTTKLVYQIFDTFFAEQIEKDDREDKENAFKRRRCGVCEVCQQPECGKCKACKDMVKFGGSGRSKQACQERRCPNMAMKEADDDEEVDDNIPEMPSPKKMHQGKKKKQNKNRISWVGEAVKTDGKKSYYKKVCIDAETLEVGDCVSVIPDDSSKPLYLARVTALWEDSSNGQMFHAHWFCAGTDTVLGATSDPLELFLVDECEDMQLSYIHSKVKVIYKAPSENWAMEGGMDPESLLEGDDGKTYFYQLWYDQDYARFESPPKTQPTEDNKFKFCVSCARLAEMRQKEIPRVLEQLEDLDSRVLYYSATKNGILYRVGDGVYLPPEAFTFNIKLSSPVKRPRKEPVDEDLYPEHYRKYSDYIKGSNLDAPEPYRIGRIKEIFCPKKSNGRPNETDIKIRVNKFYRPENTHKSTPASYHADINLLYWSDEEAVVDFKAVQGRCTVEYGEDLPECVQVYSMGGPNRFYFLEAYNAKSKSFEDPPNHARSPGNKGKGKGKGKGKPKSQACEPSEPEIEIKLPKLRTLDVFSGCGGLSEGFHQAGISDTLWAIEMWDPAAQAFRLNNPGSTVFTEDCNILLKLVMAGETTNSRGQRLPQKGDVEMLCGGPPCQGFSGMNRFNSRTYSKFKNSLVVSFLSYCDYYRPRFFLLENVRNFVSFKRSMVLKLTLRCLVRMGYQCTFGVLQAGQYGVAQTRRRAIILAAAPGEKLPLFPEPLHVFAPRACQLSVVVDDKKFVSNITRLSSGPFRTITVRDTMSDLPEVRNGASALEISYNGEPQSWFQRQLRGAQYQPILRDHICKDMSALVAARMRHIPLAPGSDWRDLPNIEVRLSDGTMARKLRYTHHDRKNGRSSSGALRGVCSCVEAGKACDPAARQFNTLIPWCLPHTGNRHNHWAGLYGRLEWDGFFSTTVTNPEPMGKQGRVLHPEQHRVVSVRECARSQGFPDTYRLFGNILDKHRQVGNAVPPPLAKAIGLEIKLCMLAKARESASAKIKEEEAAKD
# Rin1 Abl inh: human Rin1-Abl interaction inhibition | inhibition, % at 7.35 µM | TR-FRET Rin1/Abl binding, biochemical | actives 0.4% (n = 360,000); in the data active = inhibition above about 5%, passing the limit was not always enough
# The depositor's hits bear a star; i = inactive; . = not tested or not shown; + = active, no number.
SMILES,SUMO1-SIM PPI,NadD block,STEP block,Scp-1 inhibitor,CSN deneddyl inh,Rpn11 block,LMPTP inh,Neddylation inh,DNMT1 block,Rin1 Abl inh
CCOc1ccc(NC(=O)c2cccc(-n3cccc3)c2)cc1S(=O)(=O)N1CCOCC1,56.6*,32.2*,8.0,.,32.0,i,21.6,i,102.0*,3.0
Cc1ccc(-c2nn(-c3ccc(F)cc3)cc2C(=O)NCC(c2cccs2)N2CCOCC2)cc1 (stereo not given),-2.2,1.0,0.5,-2.8,-0.2,i,4.1,i,-4.8,0.4
O=C(COC(=O)c1cc2ccccc2oc1=O)Nc1ccc(F)cc1F,-19.9,0.2,-1.3,-2.0,3.5,i,-0.9,i,2.6,-0.9
Cc1ccc(NCC(=O)N/N=C/c2ccc(-c3cccc(C(F)(F)F)c3)o2)cc1,-2.0,10.9,-2.4,-3.9,2.6,i,-5.9,i,-1.0,-4.0
COc1ccc(S(=O)(=O)Nc2ccc3c(c2)C(=O)N([C@H](C)CO)C[C@H](C)[C@@H](CN(C)C(=O)NC(C)C)O3)cc1,-0.1,1.8,-1.6,4.0,-4.4,i,-1.4,i,0.9,0.8
CSC1=C(C#N)C(c2ccccc2Cl)C(C(=O)c2cccs2)C(O)(C(F)(F)F)N1 (stereo not given),2.1,-6.6,-2.4,-7.1,3.3,i,1.5,i,-16.0,3.1
COc1cc(-c2nc(CCNC(=O)c3ccco3)cs2)cc(OC)c1OC,-1.6,-7.5,1.9,-6.9,-3.7,i,-0.6,.,-1.5,1.2
Cc1cc(S(=O)(=O)N2CCOCC2)ccc1OCC(=O)NCCN1CCOCC1,3.4,-1.4,0.0,-2.3,-1.8,i,-1.1,i,0.1,1.8
Cc1ccc(C(NC(=O)c2ccccc2)C(Cl)Cl)cc1 (stereo not given),2.1,-4.1,4.3,-12.6,1.3,i,-2.1,i,6.9,-1.3
CCN1CCN(Cc2nc3c(c(=O)[nH]c(=O)n3C)n2Cc2ccccc2Cl)CC1,2.2,-2.5,-1.7,-1.2,1.3,i,-1.6,i,-0.3,1.1
CC(=O)Nc1ccccc1-c1ccccc1[N+](=O)[O-],-7.6,-2.2,-0.9,-12.4,-2.1,i,-1.7,i,-1.6,2.9
Cc1ccc2c(c1)sc1nncn12,1.7,0.4,-3.5,.,4.9,i,-1.0,i,2.2,2.4
Cn1c(-c2ccccc2)cnc1NCc1ccc(F)cc1,0.1,-6.9,-1.2,-5.7,5.1,i,-0.5,i,-2.0,1.2
COCCN=c1scc(-c2cc(OC)c(OC)c(OC)c2)n1/N=C/c1c(C)[nH]c2ccccc12,0.6,11.1,-2.7,7.5,11.7,+,4.9,i,-34.0,-3.8
CC(=O)c1cc(C(=O)NC2CCCc3c2cnn3-c2cc(C)cc(C)c2)[nH]n1 (stereo not given),-1.1,2.3,-2.0,-4.8,-0.5,i,-0.3,i,-3.8,3.7
CCOc1ccc(Cn2nnc(C(=O)NCCc3ccc(Cl)cc3)c2N)cc1,4.6,-1.2,-1.0,-4.1,-5.8,i,-1.8,i,7.3,-4.6
CCOC(=O)c1cc(NC(=O)CCC(=O)O)ccc1N1CCCCC1,4.7,-5.6,-0.3,-13.3,-1.1,i,-0.6,i,1.6,-0.8
CC(C)(C)OC(=O)N1CCC(C(=O)Nc2ccc(C(=O)N3CCCCC3)cc2)CC1,9.5,0.0,-4.1,4.1,6.7,i,3.2,i,4.0,24.9*
N#Cc1c(-c2ccc(Cl)cc2)c2c([nH]c1=S)CCCC2,-8.8,19.0,8.8,-1.1,-9.4,i,0.6,i,-3.2,2.0
CCC(C)N(C(=O)c1csnn1)C(C(=O)NC1CCCC1)c1ccccc1F (stereo not given),-2.8,2.8,-1.3,-3.8,6.3,i,-0.1,i,0.0,0.7
O=C(CCNC(=O)C1CCN(S(=O)(=O)c2ccccc2)CC1)Nc1ccccc1,0.4,3.4,-2.7,3.4,5.8,i,-1.2,i,-1.7,-3.6
O=C(Nc1ccccc1N1CCN(C(=O)c2ccc(Cl)cc2)CC1)c1cc(Br)ccc1Cl,-0.9,10.3,-0.2,2.7,2.9,i,3.9,i,16.6,5.3
CCOC(=O)C1C(=O)C=C(/C=C/c2ccc(N(C)C)cc2)CC1c1ccccc1 (stereo not given),-6.8,9.7,-19.3,-2.7,119.6,.,0.9,i,9.8,-3.6
CCCCn1c(SCC(=O)Nc2cc(C)on2)nc2c1c(=O)n(C)c(=O)n2C,3.0,0.6,-0.1,-5.3,1.9,i,-0.4,i,-1.2,-3.8
CCOC(=O)C1CCN(C(=O)C(CC)c2ccccc2)CC1 (stereo not given),1.6,1.5,0.8,-0.9,-7.5,i,-0.7,i,1.7,-1.8
CC1CCCC(C)N1C(=O)CSc1nnc(CSc2ncccn2)n1C (stereo not given),-0.3,-1.9,-1.8,-2.7,3.3,i,0.0,i,1.9,-0.7
O=[N+]([O-])c1ccc(COc2ccc(CN3CCCC3)cc2)cc1,-28.9,5.0,-0.2,-8.3,-4.2,i,2.4,i,4.8,-2.7
COc1cccc(Cn2c(NCC(C)C)nc3c2c(=O)n(C)c(=O)n3C)c1,3.0,1.4,2.2,3.4,-2.4,i,-0.5,i,0.8,3.0
CCOC(=O)CCCCCC(=O)Nc1ccc2c(c1)C(=O)N([C@@H](C)CO)C[C@@H](C)[C@H](CN(C)C(=O)c1ccncc1)OCCCC[C@H](C)O2,4.8,0.4,-1.9,.,2.4,i,-0.5,i,1.8,5.2
CSc1nc(-c2ccc(Cl)cc2)c(C#N)c(=O)n1C,-6.2,-7.3,-3.2,-6.1,-8.2,i,-0.7,i,3.4,-3.1
CCOc1ccc(C(=O)NCc2ccncc2)cc1,1.9,3.4,-1.7,-8.5,-0.4,i,0.1,i,-0.1,-0.4
O=[N+]([O-])c1cc(Br)c(OCc2nnc(-c3ccccc3)o2)c(Br)c1,-10.2,-5.8,5.3,-5.1,-5.6,i,0.3,i,0.6,-0.5
COc1cccc2c(O)c(-c3ccccc3)c(=O)[nH]c12,-2.0,-0.4,0.3,-10.7,-2.6,i,-1.9,i,1.9,1.1
COC(=O)CCC(=O)OC1(C)C(=O)C=C2C=C(c3ccsc3)OC=C2C1=O (stereo not given),18.9,35.5*,-0.4,6.7,38.4*,i,4.8,i,-3.4,1.8
O=C(O)c1cccc(NC(=S)NC(NC(=O)c2ccco2)C(Cl)(Cl)Cl)c1 (stereo not given),5.2,-4.8,-0.7,-0.3,-2.0,i,3.4,i,3.5,0.7
O=C(NCc1cccs1)C1CC(c2ccccc2O)=NO1 (stereo not given),-1.6,-4.4,-3.1,-7.7,1.6,i,0.3,i,-4.3,-2.5
Cn1c(SCC(=O)N/N=C/c2ccncc2)nc2ccccc21,-6.1,1.7,-1.1,-1.2,-2.4,i,-0.9,i,0.2,-0.3
N#Cc1ccc(COC(=O)c2cccnc2Cl)cc1,3.0,-6.8,-2.4,-5.9,0.4,i,-0.4,i,-0.9,-0.4
Cc1ccc(N2C(=O)Nc3ccccc3C2(O)C(=O)N2CCN(c3ccccn3)CC2)cc1C (stereo not given),3.9,4.0,1.5,-0.7,-9.2,i,-0.4,i,-0.6,-3.4
CSCCC(NC(=O)COc1ccccc1)C(=O)N(C)Cc1cccc(F)c1 (stereo not given),1.9,-5.5,-2.5,-5.7,0.1,i,-1.6,i,-0.5,1.9
CSc1nc(C)cc(SCC(=O)Nc2ccccc2)n1,-3.0,-7.9,-4.3,-6.5,-1.0,i,-0.6,i,2.6,1.4
COCCNC(=O)Cn1nc(-c2ccccc2)c2ccccc2c1=O,0.3,-1.9,1.1,-4.4,1.7,i,-1.0,i,1.5,-0.7
N#Cc1c(N)nc(SCC(=O)NCCc2ccccc2)c(C#N)c1-c1cccs1,-5.7,-2.8,-4.0,-2.2,-2.0,i,1.1,i,7.2,-23.0
O=C(CCC(=O)Nc1ccc(Br)cc1)N/N=C/c1ccccc1F,-1.6,2.6,-0.9,-5.9,1.2,i,0.0,i,-0.1,4.7
CCCCN(CCCC)C(=O)CSc1nnc(-c2cc(OC)c(OC)c(OC)c2)o1,-3.7,1.6,1.3,-2.8,0.0,i,0.8,i,1.8,1.3

# Whole records from above. Values in the order: SUMO1-SIM PPI	NadD block	STEP block	Scp-1 inhibitor	CSN deneddyl inh	Rpn11 block	LMPTP inh	Neddylation inh	DNMT1 block	Rin1 Abl inh
# Results for `COCCNC(=O)Cn1nc(-c2ccccc2)c2ccccc2c1=O` = 0.3	-1.9	1.1	-4.4	1.7	i	-1.0	i	1.5	-0.7
# Results for `O=C(CCC(=O)Nc1ccc(Br)cc1)N/N=C/c1ccccc1F` = -1.6	2.6	-0.9	-5.9	1.2	i	0.0	i	-0.1	4.7
# Results for `O=C(O)c1cccc(NC(=S)NC(NC(=O)c2ccco2)C(Cl)(Cl)Cl)c1` (stereo not given) = 5.2	-4.8	-0.7	-0.3	-2.0	i	3.4	i	3.5	0.7

# Further records.
SMILES,SUMO1-SIM PPI,NadD block,STEP block,Scp-1 inhibitor,CSN deneddyl inh,Rpn11 block,LMPTP inh,Neddylation inh,DNMT1 block,Rin1 Abl inh
O=C(CNC(=O)c1ccc(Cl)cc1)NCc1ccccn1,0.1,-5.5,-2.2,-14.2,0.8,i,-0.6,i,1.4,2.6
CCCS(=O)(=O)NC(=O)C1(C)CCN(C(=O)Cc2ccc(F)cc2)C1 (stereo not given),3.2,-0.1,0.1,.,0.1,i,-0.9,i,-2.0,-3.8
NS(=O)(=O)c1cccc(NC(=O)CSc2nnc(-c3ccncc3)n2C2CC2)c1,2.4,4.9,0.9,-3.4,-0.2,i,2.4,i,-2.2,1.7
Cc1nc(=O)c(-c2ccccc2)c(C)n1-c1cccc(/C=C/C(=O)O)c1,-4.2,-8.4,-1.5,-4.2,-0.1,i,0.8,i,-0.7,-0.3
C[n+]1cn(CC(O)COCc2ccccc2)c2ccccc21 (stereo not given),1.4,17.8,8.1,71.0*,8.0,i,-1.0,i,8.8,-1.2
CN(C(=O)COC(=O)c1ccc(Br)c(S(=O)(=O)N2CCOCC2)c1)C1CCCCC1,5.7,-1.1,3.0,-8.1,0.9,i,-1.8,i,-3.2,-0.9
CCOC(=O)c1c(C)[nH]c(C)c1C(=O)COC(=O)c1ccc(OC)c(OC)c1,-0.7,-8.7,-1.7,-4.7,3.1,i,0.6,i,0.1,3.8
COc1ccc(Cl)cc1S(=O)(=O)Nc1ccc(Cl)cn1,3.1,-0.9,-0.4,2.0,0.8,i,2.0,i,8.0,3.6
CCOC(=O)N1CCC(N2CCN(S(=O)(=O)c3ccc(NC(C)=O)cc3)CC2)CC1,4.6,1.5,-4.1,-9.4,-1.9,i,-2.3,i,5.3,1.0

# Assay outcomes as filed in PubChem.
